PI5P4K alpha inh = blocks human PI5P4K alpha kinase activity; PI5P4Kalpha enzyme, ADP-Glo luminescence, 60 min; stronger effect = lower value; max response, %; 1.2% of 330,000 active; AID 652105; active = max response of -50% or lower; inconclusive = between -30% and -50%; inactive = -30% or higher; also: value at the top dose of about 77 µM; % is scaled to controls: 0 for no effect and ±100 for the full control effect
Target sequence (P48426 whole entry, looked up): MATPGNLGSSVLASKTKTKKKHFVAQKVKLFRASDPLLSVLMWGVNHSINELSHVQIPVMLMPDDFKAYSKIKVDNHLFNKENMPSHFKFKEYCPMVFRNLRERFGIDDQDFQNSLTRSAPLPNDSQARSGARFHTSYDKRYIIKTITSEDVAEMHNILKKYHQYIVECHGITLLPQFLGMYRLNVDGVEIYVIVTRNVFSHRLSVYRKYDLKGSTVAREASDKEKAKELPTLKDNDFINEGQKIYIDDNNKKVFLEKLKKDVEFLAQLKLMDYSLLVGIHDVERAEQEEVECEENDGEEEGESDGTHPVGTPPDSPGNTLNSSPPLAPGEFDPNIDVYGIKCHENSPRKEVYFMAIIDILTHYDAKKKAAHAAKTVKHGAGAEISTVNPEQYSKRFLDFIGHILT
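Luminescence from ADP-Glo served as readout of PI5P4Kalpha activity in a qHTS format. Reaction: enzyme, substrate, compound, ATP at 5 microM final, 60 min at RT.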
EPAC1 antag = EPAC1 (human) antagonism | 0.14% of 360,000 active | O95398 | AID 720709 | Potency, µM (doses to about 115 µM), for the others: at the highest dose activity change, negative = inhibition, usual class: inhibitors | EPAC1 GEF assay, Rap1b-BODIPY-GDP exchange fluorescence;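 also: potency is read from the fitted curve at half-maximal effect; plate controls were vehicle for no effect and positive control for full effect; nearly all actives have a fitted effect of over 50% in size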
EPAC2 ag = agonists of human EPAC2 (RAPGEF4); Q8WZA2; 0.079% of 360,000 active; AID 720711; EPAC2 activation, biochemical qHTS; response scale: 100% = 6.5 mM cAMP response; Potency, µM (doses to about 154 µM), without a hit: at the top dose activation, hits mostly activators; also: potency is read from the fitted curve at half-maximal effect; nearly all actives have a fitted effect of over 50% in size
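Fluorescence exchange assay: 100 nM EPAC2 with 250 nM RAP1B-BODIPY-GDP and 50 uM GDP; compounds tested as a concentration-titration series (qHTS). Loss of Rap1-bound BODIPY-GDP fluorescence read at 480/540 nm; data normalized to 6.5 mM cAMP.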
PLK1 PBD block = PLK1 (human) polo-box domain binding inhibition; P53350; Potency, µM, inactives show max response, negative = inhibition, hits mostly inhibitors; AID 720504; Plk1 PBD binding of FITC phosphopeptide, fluorescence polarization; 2.8% of 360,000 active; also: potency is read from the fitted curve at half-maximal effect; series mostly up to about 57 µM; % is scaled to controls: 0 for no effect and ±100 for the full control effect; nearly all actives have a fitted effect of over 65% in size
Target sequence (P53350 whole entry, looked up, the tested form may be a part): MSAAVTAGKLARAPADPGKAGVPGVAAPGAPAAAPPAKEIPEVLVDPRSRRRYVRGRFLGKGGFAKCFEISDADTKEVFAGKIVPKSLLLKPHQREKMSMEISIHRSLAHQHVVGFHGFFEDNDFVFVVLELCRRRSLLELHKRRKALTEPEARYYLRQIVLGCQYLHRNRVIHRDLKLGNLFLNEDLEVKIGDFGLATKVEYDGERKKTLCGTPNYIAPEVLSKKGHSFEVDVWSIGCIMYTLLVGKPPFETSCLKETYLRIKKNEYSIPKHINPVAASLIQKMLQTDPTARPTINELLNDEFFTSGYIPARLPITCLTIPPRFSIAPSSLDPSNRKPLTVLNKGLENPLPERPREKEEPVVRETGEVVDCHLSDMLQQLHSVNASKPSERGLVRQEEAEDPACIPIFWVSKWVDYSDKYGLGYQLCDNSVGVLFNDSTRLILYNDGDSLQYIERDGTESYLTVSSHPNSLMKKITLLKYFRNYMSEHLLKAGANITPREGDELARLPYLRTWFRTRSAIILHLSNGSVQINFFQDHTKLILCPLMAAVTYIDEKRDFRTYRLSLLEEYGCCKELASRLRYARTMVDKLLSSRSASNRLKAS
CCT chaperon mod = modulators of cytosolic chaperonin (CCT/TRiC) activity; purified chaperonin ATPase assay, HTRF ADP detection, 30 min; activity change, % (no concentration beside the values), hits read low; 0.3% of 360,000 active; in the data active = activity change below about -30%; also: % is scaled to controls: 0 for no effect and ±100 for the full control effect
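TRiC (40 or 20 nM final, by batch activity) in 30 mM Tris pH 7.4, 100 mM KCl, 5 mM MgCl2, 1 mM DTT was treated with compound at 76 uM single dose, then 10 uM ATP, 30 min at 37 °C. ADP was read by HTRF Transcreener.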
IL2 activator = IL-2 activation. IL-2 activation reporter assay, cell-based qHTS; stimulated with anti-CD3/CD4/CD28 beads; in transgenic mouse T cells. activation, % (series mostly up to about 46 µM). 0.065% of 360,000 active. AID 652025; in the data active = activation above about 50%; inconclusive = mostly about 30% to 49%; also: 0% is about no effect
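Quantitative HTS in unstimulated transgenic mouse T cells, with memory T cells as non-tolerant control and PMA/ionomycin as tolerance-bypass control. Compound pretreatment lasted 60 minutes before 18 h bead stimulation; EGFP/DsRed fluorescence read.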
WRN helicase inh = inhibitors of human WRN helicase | Q14191 | WRN helicase unwinding, fluorescent forked duplex, kinetic | Potency, µM (top dose mostly 114 µM), without a hit: at the highest dose activity change, negative = inhibition, actives largely listed as inhibitors | 0.46% of 360,000 active | AID 651768; also: potency is read from the fitted curve at half-maximal effect; % is scaled to controls: 0 for no effect and ±100 for the full control effect; nearly all actives have a fitted effect of over 55% in size
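Screening of the MLSMR collection measured strand separation of a quenched forked DNA duplex (100 nM) by 20 nM WRN with 2 mM ATP, all final. Compounds were preincubated with enzyme 15 min at room temperature.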
EPAC1 agonist = EPAC1 (human) agonism; Potency, µM (series often up to 154 µM), inactives show at the top dose activation, actives largely listed as activators; EPAC1 agonist qHTS, biochemical assay; response scale: 100% = response to 6.5 mM cAMP; O95398; 0.073% of 360,000 active; also: potency is read from the fitted curve at half-maximal effect; nearly all actives have a fitted effect of over 60% in size
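Multi-concentration qHTS readout: loss of Rap1B-bound BODIPY-GDP fluorescence driven by 100 nM EPAC1 with excess GDP (50 uM), monitored kinetically at room temperature; agonist response expressed relative to 6.5 mM cAMP.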
Active calls of the source: *; ? = inconclusive; . = not tested or not shown; [ ] = dose if it differs, or a comment. Unless noted, calls follow the shape of the dose curve; as a rule, active = well fitted curve in the direction sought with a large enough effect; inconclusive = small, poorly fitted or top-dose-only effect, or another doubt; inactive = no such curve, though single readings can be large; an effect the other way counts as inactive or inconclusive.

SMILES	PI5P4K alpha inh	EPAC1 antag	EPAC2 ag	PLK1 PBD block	CCT chaperon mod	IL2 activator	WRN helicase inh	EPAC1 agonist
Cc1ccc(C(=O)COC(=O)CNC(=O)c2ccco2)cc1	0	1%	9%	-6%	-0.3	-1.4	-1%	-10%
COc1ccc(Cc2nc3ccc(C(=O)NCCc4cccc(C)n4)cc3o2)cc1	1	-5%	9%	-4%	0.2	-0.2	-5%	-6%
COC(=O)C1NN=C(C(=O)c2ccc(Cl)cc2)C1c1ccc(OC)cc1 (centres undefined)	4	-15%	1%	4%	-9.2	-0.9	-3%	-15%
C#CCNC(=O)c1cc2sccc2n1C	5	-21%	4%	1%	0.7	-2.9	9%	3%
Cc1cccc(C2=NN(c3ccccc3)[C@@H](C(=O)N3CCOC3=O)[C@@H]2C)c1	27	-1%	0%	1%	-0.3	-0.3	-5%	-11%
Cc1ccc(C(=O)Nc2ccc(N3CCN(C)CC3)nc2)cc1	2	-4%	-3%	-5%	3.2	-0.5	-11%	-4%
O=C(CCN1C(=O)c2ccccc2S1(=O)=O)Nc1ccccc1O	6	6%	-4%	-9%	-0.7	-1.7	-2%	-2%
COc1ccc(NC(=O)CSC2=NCCN2)cc1	9	13%	-4%	-11%	-0.4	1.7	5%	6%
CCC(CO)Nc1ncnc2c1cnn2-c1ccc(OC)cc1 (centres undefined)	.	-4%	3%	?	0.9	-0.9	-1%	4%
CC(=O)N(C1=C(O)c2ccccc2C(=O)C1=O)C1CCCCC1	.	0%	3%	-9%	-1.1	-1.2	1%	4%
Cc1ccc(N=C2C(=O)Nc3ccccc32)cc1	5	-10%	11%	-9%	-1.2	2.8	-2%	14%
COc1ccc(C)cc1NC(=O)COCC(=O)O	.	-7%	1%	-2%	0.8	-0.1	-6%	5%
NC(=O)Nc1ccc(C(=O)OCC(=O)c2c[nH]c3ccccc23)cc1	-6	?	1%	0%	-1.9	0.0	9%	-5%
CC(=O)n1cc(N(C(=O)CCl)c2ccc([N+](=O)[O-])cc2)c2ccccc21	0	-26%	4%	-24%	1.6	-4.6	-9%	0%
C/C=C/c1cccc(-c2nc(C(=O)NC3CCCC3)cc3c2[C@@H](CCO)N(S(=O)C(C)(C)C)C3)c1 (some centres undefined)	3	10%	3%	-11%	1.6	0.0	-5%	-12%
C[C@H](NC(=O)C1CC(=O)N(c2ccc3c(c2)OCCO3)C1)C(=O)N1CCCCC1 (some centres undefined)	0	-6%	-6%	-9%	0.3	-3.8	6%	6%
COc1ccc(F)c(CN2CCCC(CO)(Cc3cccc(Cl)c3)C2)c1 (centres undefined)	-1	-11%	11%	-5%	1.8	-0.2	-1%	8%
NNC(=O)c1cncc(Br)c1	-9	0%	7%	-5%	-4.1	1.5	-24%	0%
CN1CCN(CC(=O)Nc2ccccc2Oc2ccccc2)CC1	-3	-8%	6%	0%	-4.4	1.5	-2%	-13%
O=C(NCc1ccco1)c1ccc2c(c1)N(Cc1ccccc1)C(=O)CS2	-7	-9%	2%	-6%	-2.1	0.0	-10%	2%
CCOc1ccc(NC(=O)COc2ccc(-n3cnnn3)cc2)cc1	0	1%	4%	1%	-1.4	0.3	-4%	-7%
COc1ccc(OC)c(CNc2ccc([N+](=O)[O-])cc2C)c1	8	-20%	11%	-17%	-0.5	-4.0	-9%	16%
CC(=O)NCCNc1nc2cc(-c3cnn(CCC(C)C)c3)sc2c(=O)n1C	-12	-1%	-4%	-13%	-2.9	-0.3	-10%	-10%
Cc1ccc(OCC(=O)N2CCCc3ccccc32)cc1	10	13%	5%	-2%	-1.2	0.7	10%	-5%

3 structures out of the list, arranged by molecular weight, largest number first:
SMILES	PI5P4K alpha inh	EPAC1 antag	EPAC2 ag	PLK1 PBD block	CCT chaperon mod	IL2 activator	WRN helicase inh	EPAC1 agonist
CCOc1ccc(NC(=O)COc2ccc(-n3cnnn3)cc2)cc1	0	1%	4%	1%	-1.4	0.3	-4%	-7%
NC(=O)Nc1ccc(C(=O)OCC(=O)c2c[nH]c3ccccc23)cc1	-6	?	1%	0%	-1.9	0.0	9%	-5%
Cc1ccc(OCC(=O)N2CCCc3ccccc32)cc1	10	13%	5%	-2%	-1.2	0.7	10%	-5%

(next part)
SMILES	PI5P4K alpha inh	EPAC1 antag	EPAC2 ag	PLK1 PBD block	CCT chaperon mod	IL2 activator	WRN helicase inh	EPAC1 agonist
CN(C)c1ccc(/C=C/C(=O)c2ccc(O)cc2)cc1	-11	48%[activator]	21%	64%[activator]	-15	6.9	-2%	?
CC(C)CN(CC(C)C)CC(O)COc1ccccc1Br (centres undefined)	9	-5%	-6%	-15%	-0.5	-0.8	-13%	-7%
C[C@H](CO)N1C[C@H](C)[C@@H](CN(C)Cc2ccc(Cl)c(Cl)c2)Oc2c(NS(=O)(=O)c3cccs3)cccc2C1=O	3	-10%	1%	-7%	0.7	-0.3	-1%	-2%
O=C(O)CN1C(=O)/C(=C\C(Br)=C\c2ccccc2)SC1=S	-28	?	5%	6µM*	-2.7	-0.8	?	11%
Cc1ccc(S(=O)(=O)NCC(=O)OCc2csc(-c3ccccc3)n2)cc1	7	1%	15%	-3%	-8.5	-4.7	-8%	3%
Cc1ccc(S(=O)(=O)NC(=O)c2cc(C)n(CCCn3ccnc3)c2C)cc1	-4	0%	0%[15.6 µM]	-5%	-0.9	-0.8	-2%	-12%
C=C1CCN([C@@H](Cc2ccccc2)C(=O)NCc2ccc(Cl)c(Cl)c2)S(=O)(=O)c2ccccc21	9	-20%	3%	-13%	0.8	-1.8	-13%	6%
CCN(C(=O)COC(=O)CNS(=O)(=O)c1ccc(SC)c([N+](=O)[O-])c1)C1CCCCC1	-3	-12%	1%	-2%	-2.1	-0.3	-1%	-3%
CCOC(=O)/C(C#N)=C\c1ccc(CC)s1	-1	4%	9%	-21%	-1.4	0.3	-4%	-2%
COc1ccc(S(=O)(=O)Nc2cc3c(C(C)=O)c(C)oc3c3ccccc23)cc1	-4	-2%	-10%	-27%	-1.1	-0.4	-5%	-9%
O=C(O)c1ccc(C2SCC(=O)N2Cc2ccccc2)cc1 (centres undefined)	1	3%	-2%	-2%	0.0	0.3	3%	-2%
COc1cccc(CNC(=O)[C@@H]2CCCN2C(=O)[C@H]2CCCCN2C(=O)c2c(F)cccc2F)c1	-2	-15%	8%	-13%	-3.0	3.1	0%	18%

Sorted by count of non-hydrogen atoms (largest number first): part of the list above.
SMILES	PI5P4K alpha inh	EPAC1 antag	EPAC2 ag	PLK1 PBD block	CCT chaperon mod	IL2 activator	WRN helicase inh	EPAC1 agonist
C[C@H](CO)N1C[C@H](C)[C@@H](CN(C)Cc2ccc(Cl)c(Cl)c2)Oc2c(NS(=O)(=O)c3cccs3)cccc2C1=O	3	-10%	1%	-7%	0.7	-0.3	-1%	-2%
COc1cccc(CNC(=O)[C@@H]2CCCN2C(=O)[C@H]2CCCCN2C(=O)c2c(F)cccc2F)c1	-2	-15%	8%	-13%	-3.0	3.1	0%	18%
C=C1CCN([C@@H](Cc2ccccc2)C(=O)NCc2ccc(Cl)c(Cl)c2)S(=O)(=O)c2ccccc21	9	-20%	3%	-13%	0.8	-1.8	-13%	6%
CCN(C(=O)COC(=O)CNS(=O)(=O)c1ccc(SC)c([N+](=O)[O-])c1)C1CCCCC1	-3	-12%	1%	-2%	-2.1	-0.3	-1%	-3%
COc1ccc(S(=O)(=O)Nc2cc3c(C(C)=O)c(C)oc3c3ccccc23)cc1	-4	-2%	-10%	-27%	-1.1	-0.4	-5%	-9%
Cc1ccc(S(=O)(=O)NC(=O)c2cc(C)n(CCCn3ccnc3)c2C)cc1	-4	0%	0%[15.6 µM]	-5%	-0.9	-0.8	-2%	-12%
Cc1ccc(S(=O)(=O)NCC(=O)OCc2csc(-c3ccccc3)n2)cc1	7	1%	15%	-3%	-8.5	-4.7	-8%	3%
COc1ccc(OC)c(CNc2ccc([N+](=O)[O-])cc2C)c1	8	-20%	11%	-17%	-0.5	-4.0	-9%	16%
O=C(O)CN1C(=O)/C(=C\C(Br)=C\c2ccccc2)SC1=S	-28	?	5%	6µM*	-2.7	-0.8	?	11%
CN(C)c1ccc(/C=C/C(=O)c2ccc(O)cc2)cc1	-11	48%[activator]	21%	64%[activator]	-15	6.9	-2%	?
CCOC(=O)/C(C#N)=C\c1ccc(CC)s1	-1	4%	9%	-21%	-1.4	0.3	-4%	-2%

Continuation:
SMILES	PI5P4K alpha inh	EPAC1 antag	EPAC2 ag	PLK1 PBD block	CCT chaperon mod	IL2 activator	WRN helicase inh	EPAC1 agonist
NC(=O)COc1ccc(/C=N\NC(=O)CC(=O)NCCc2ccccc2)cc1	-7	6%	11%	-5%	1.8	3.4	-5%	5%
CC1CCC(C(C)C)C(OC(=O)COC(=O)c2ccc(=O)[nH]c2)C1 (centres undefined)	8	-26%	0%	-4%	-7.8	-0.7	-10%	-6%
Cc1cc(N2C(=O)C(O)=C(C(=O)c3ccco3)C2c2ccc(Cl)cc2)no1 (centres undefined)	-9	-7%	-13%	-6%	-0.5	0.0	3%	-3%
O=C(NC(=S)Nc1ccc(C(F)(F)F)cc1)c1csnn1	-4	-5%	-5%	1%	-2.3	-1.6	-2%	-2%
CNC(=S)N1N=C(c2ccccc2)CC1c1ccccc1Cl (centres undefined)	9	-3%	7%	-4%	0.6	1.7	-3%	8%
Cc1ccnc(NS(=O)(=O)c2ccc(NC(=O)c3ccc(N4C(=O)CCC4=O)cc3)cc2)n1	-64*	-14%	10%	-15%	-2.4	-0.4	?	-7%
O=C(Cn1nnc(-c2ccccc2)n1)Nc1ccccc1N1CCOCC1	.	-6%	6%	3%	0.6	-0.4	-11%	8%
Cc1ccc(S(=O)(=O)N2CCN(C(=O)c3ccc(Br)o3)CC2)c(C)c1	2	-16%	13%	-12%	-1.8	0.3	-4%	4%
CCCCC[C@H](O)/C=C/C1C(=O)C=C[C@H]1C/C=C\CCCC(=O)OC (some centres undefined)	-6	?	3%	-16%	-2.2	-0.6	-20%	-22%
O=C(NC1CCCCCC1)c1c2c(nc3ccccc13)CCN(Cc1ccccc1)C2	0	-13%	-3%	2%	-6.9	-1.4	4%	-4%
CCOC(=O)C(CC(=O)O)N1CCCCC1 (centres undefined)	5	0%	-5%	-7%	-0.8	-1.4	-1%[57.1 µM]	-6%
COc1ccc(NC(=O)CN2C(=O)CSc3ccc(S(=O)(=O)N4CCC(C)CC4)cc32)cc1	-4	-28%	2%	1%	1.7	-0.7	0%	2%

Screening data from PubChem.

Not all compounds are listed; rates above refer to the full screens.
